Screening data from PubChem BioAssay.
MrgX1 ag: agonists of human MrgX1 receptor, primary screen, HEK293 cells, Fluo-4 calcium flux; 310,000 compounds, 0.44% hits; Mas-related G-protein coupled receptor member X1 (Homo sapiens), Q96LB2; B-score at 10 µM; Fluo-4 calcium fluorescence, agonist mode; hits give high values;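 active = calcium response B-score plate-corrected fluorescence ratio at least 3 library SD, with starting fluorescence B-score inside 5 SD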
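System – MrgX1-expressing HEK293 cells · Incubation – cells plated overnight, dye loaded 0.5 h 37 °C, 0.5 h room temperature · Technique – kinetic Fluo-4 NW fluorescence of intracellular calcium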
KCNQ1 inh: inhibitors of human KCNQ1 channel, primary screen, cell-based, thallium flux, high-throughput; Potassium voltage-gated channel subfamily KQT member 1 (Homo sapiens), P51787; CHO-K1 KCNQ1, FluxOR thallium flux fluorescence; hits give high values; B-score at 10 µM; 310,000 compounds, 1.3% hits;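 active = compounds whose thallium flux B-score, printed positive for inhibition, exceeds three library SD while starting fluorescence stays within three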;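 also: channel opened by potassium depolarization with thallium stimulus after 20 min compound exposure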
MrgX1 PAM: positive allosteric modulators of MrgX1, primary screen, HEK293 cells, Fluo-4 calcium flux; 310,000 compounds, 0.63% hits; AID 588675, 2011; Mas-related G-protein coupled receptor member X1 (Homo sapiens), Q96LB2; FDSS; hits give high values; B-score at 10 µM;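 active = plate-corrected calcium response at least 3 library SD above typical, normal starting fluorescence, not activating the receptor alone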;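 also: compound read alongside a low EC10 to EC30 dose of BAM8-22 agonist; peak minus trough fluorescence over baseline measured at the second addition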
KCNQ1 act: potentiators or activators of KCNQ1 channel, primary screen, cell-based, thallium flux, high-throughput; Potassium voltage-gated channel subfamily KQT member 1 (Homo sapiens), P51787; CHO-K1 KCNQ1, thallium flux FluxOR fluorescence; hits give high values; B-score at 10 µM; 310,000 compounds, 0.35% hits;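 active = fluorescence ratio B-score, a plate-corrected score, at least three library SD, with initial intensity B-score within 5 SD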
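Assay system: CHO-K1 cells stably expressing KCNQ1. Medium: assay buffer for compound exposure, DMSO matched across wells. Timing: 37 °C overnight plating, 90-min dark dye load, 20-min compound pretreatment. Signal: kinetic FluxOR fluorescence, 10 s baseline plus 110 s post-stimulus.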
KCNK9 block: KCNK9 potassium channel inhibitors, primary screen, HEK293 cells, thallium flux. FluxOR thallium flux fluorescence; hits give low values. AID 488922, 2010. 310,000 compounds, 1.2% hits. B-score at 10 µM;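 active = ratio B-score over 3 SD below the library mean, with starting fluorescence within 5 SD of its mean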;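 also: negative B-score means less thallium flux so channel inhibition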
hERG protect: hERG rescue from dofetilide block, primary screen, cell-based, CHO-hERG, FluxOR thallium flux, dofetilide IC70. 310,000 compounds, 0.51% hits. Voltage-gated inwardly rectifying potassium channel KCNH2 (Homo sapiens), Q12809. activation (rescue from dofetilide block), less the hit threshold, % at 10 µM. dofetilide IC70 present;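 active = activation above the mean of controls blocked by dofetilide plus 5 SD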;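 also: thallium influx through hERG after potassium depolarization seen as dye fluorescence rise; in these data hits start at about 4.7%; inactives centre near -7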
Target sequence (Q12809 whole entry, looked up): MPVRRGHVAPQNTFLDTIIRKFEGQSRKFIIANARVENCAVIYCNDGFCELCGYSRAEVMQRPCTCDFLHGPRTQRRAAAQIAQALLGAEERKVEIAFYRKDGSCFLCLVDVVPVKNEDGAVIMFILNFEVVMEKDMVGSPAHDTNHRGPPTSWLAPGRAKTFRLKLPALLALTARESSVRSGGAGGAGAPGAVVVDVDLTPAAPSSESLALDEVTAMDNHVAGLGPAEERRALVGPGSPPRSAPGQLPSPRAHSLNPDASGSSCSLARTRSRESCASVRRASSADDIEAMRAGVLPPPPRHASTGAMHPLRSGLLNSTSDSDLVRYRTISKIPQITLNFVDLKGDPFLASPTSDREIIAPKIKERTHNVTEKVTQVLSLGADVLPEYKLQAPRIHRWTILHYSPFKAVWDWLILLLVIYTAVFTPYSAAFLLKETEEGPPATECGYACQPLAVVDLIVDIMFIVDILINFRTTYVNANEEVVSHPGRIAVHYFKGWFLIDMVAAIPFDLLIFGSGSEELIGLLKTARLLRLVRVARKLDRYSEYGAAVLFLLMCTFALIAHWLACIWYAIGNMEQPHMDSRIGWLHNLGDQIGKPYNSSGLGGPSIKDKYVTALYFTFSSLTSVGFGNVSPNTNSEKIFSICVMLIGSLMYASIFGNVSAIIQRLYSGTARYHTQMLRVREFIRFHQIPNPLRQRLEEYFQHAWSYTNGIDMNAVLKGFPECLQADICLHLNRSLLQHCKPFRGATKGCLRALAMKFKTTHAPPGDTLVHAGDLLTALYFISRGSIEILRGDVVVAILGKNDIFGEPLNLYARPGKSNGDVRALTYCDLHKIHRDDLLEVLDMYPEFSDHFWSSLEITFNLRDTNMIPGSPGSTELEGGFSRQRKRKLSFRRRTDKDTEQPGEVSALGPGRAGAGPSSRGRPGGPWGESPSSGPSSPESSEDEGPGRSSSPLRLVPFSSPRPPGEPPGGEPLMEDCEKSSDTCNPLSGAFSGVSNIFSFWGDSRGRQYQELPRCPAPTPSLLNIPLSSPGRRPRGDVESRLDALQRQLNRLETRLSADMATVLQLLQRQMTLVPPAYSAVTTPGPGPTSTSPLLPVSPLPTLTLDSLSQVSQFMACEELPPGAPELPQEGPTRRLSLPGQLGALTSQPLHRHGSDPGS
TMEM16A act: TMEM16A chloride channel activators or potentiators, primary screen, cell-based, HTS. HEK293 TMEM16A/YFP-H148Q/I152L, iodide quench fluorescence; hits give low values. B-score at 10 µM. 340,000 compounds, 0.3% hits;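 active = fluorescence-ratio B-score plate-corrected deviation score at least 3 library SD below zero, with starting fluorescence score within 5 deviations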;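 also: channel opened by trigger with iodide after compound preincubation; score built on the fluorescence ratio of max minus min over baseline; more negative score means more quench and so TMEM16A activation or potentiation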
ANO1 block: TMEM16A chloride channel inhibitors, primary screen, cell-based, HTS; normalized B-score (activity score, 25-100; higher = stronger inhibition) at 10 µM; 310,000 compounds, 1.2% hits; HEK293 TMEM16A/YFP iodide influx fluorescence, ionomycin; AID 588511, 2011; Anoctamin-1 (Mus musculus), Q8BHY3;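 active = ratio plate-corrected score three or more library SD toward inhibition, starting fluorescence score within five deviations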;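 also: score derived from kinetic fluorescence span divided by baseline fluorescence per well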
KCNK3 block: human KCNK3 channel inhibitors, primary screen, CHO cells, FluxOR thallium flux, B-score. Potassium channel subfamily K member 3 (Homo sapiens), O14649. AID 602410, 2012. B-score at 10 µM. 340,000 compounds, 0.84% hits. FluxOR fluorescence; hits give low values;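 active = B-score under library mean minus 4 SD, starting fluorescence ratio at most library mean plus 5 SD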;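 also: more negative B-score means stronger inhibition of thallium flux through KCNK3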
RGS4 act: RGS4 potentiators or activators, primary screen, cell-based, HEK293 M3R inducible RGS4, calcium flux; 310,000 compounds, 0.92% hits; carbachol calcium flux Fluo4; hits give low values; B-score at 10 µM;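 active = B-score of the integrated calcium signal more than 4 SD below the library mean, with starting fluorescence not abnormally high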;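 also: negative B-score means reduced calcium response which marks RGS4 activation or potentiation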
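Material: M3R-expressing HEK293 line, RGS4 induced by doxycycline | Schedule: Overnight RGS4 induction, 30 min dye load 37 °C, 20 min compound RT | Measured by: Fluo4 fluorescence kinetic imaging of calcium | Read-out: Integrated calcium ratio converted to B score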
RGS4 block: RGS4 inhibitors, primary screen, cell-based, HEK293 M3R inducible RGS4, calcium flux; Regulator of G-protein signaling 4 (Homo sapiens), P49798; Fluo-4 calcium flux; hits give high values; triggered by carbachol at its EC20; AID 463165, 2010; 310,000 compounds, 0.45% hits; B-score at 10 µM;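 active = B-score, a plate-corrected calcium signal, over three deviations above library mean, with baseline fluorescence within five deviations of library mean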;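 also: RGS4 expression induced by doxycycline in cells with stable M3 receptor; B-score is computed from the integrated fluorescence ratio over baseline after carbachol; higher B-score means a larger calcium signal and so more RGS4 inhibition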
* hit, by the source's call; i = inactive; . = not tested or not shown.

SMILES | MrgX1 ag | KCNQ1 inh | MrgX1 PAM | KCNQ1 act | KCNK9 block | hERG protect | TMEM16A act | ANO1 block | KCNK3 block | RGS4 act | RGS4 block
NC(=O)N[C@@H](Cc1c[nH]c2ccccc12)C(=O)OCC(=O)N1CCCCC1 | i | i | i | i | i | -2 | i | i | i | i | i
O=C(O)CCn1cc(-c2ccc(F)cc2)nc1-c1ccncc1 | i | . | i | . | . | . | i | i | i | . | .
CCOc1ccc(NC(=S)NCCN2CCN(Cc3ccccc3)CC2)cc1 | i | i | i | i | i | -14 | i | i | i | i | i
O/N=C/c1cc(Br)ccc1OCc1cccc(F)c1 | i | i | i | i | -8.9* | -8 | i | i | i | i | i
Cc1nc(-c2nnc(-c3ccccc3)o2)c(C(F)(F)F)o1 | i | i | i | i | i | -8 | i | i | i | i | i
CCCN(CC(=O)Nc1ccc(C(N)=O)cc1)CC(=O)Nc1ccc(Cl)cc1Cl | i | i | i | i | i | -11 | i | i | i | i | i
O=C(O)C12CC3CC(C1)CC(n1ncc(NCc4ccco4)c(Cl)c1=O)(C3)C2 | i | i | i | i | i | -5 | i | i | i | i | i
Cc1c(CN(C)C(=O)c2sc3cc(Cl)ccc3c2Cl)cnn1C | i | i | i | i | i | -14 | i | 100* | i | i | i
CNC(=S)N(CCc1c(C)[nH]c2ccc(C)cc12)Cc1cc(OC)c(OC)c(OC)c1 | i | i | i | i | i | -20 | i | i | i | i | i
COc1ccc(N2CCN(CCC3Oc4cc([N+](=O)[O-])ccc4NC3=O)CC2)cc1 (stereo not drawn) | i | i | i | i | i | -9 | i | i | i | i | i
O=C(COC(=O)c1ccccc1NS(=O)(=O)c1cccs1)NCC12CC3CC(CC(C3)C1)C2 | i | i | i | i | i | -5 | i | i | i | i | i
Cc1nc2ccc(S(=O)(=O)NCC(=O)Nc3cccc(F)c3)cc2s1 | i | i | i | i | i | -8 | i | i | i | i | i
COC(=O)c1ccc(NC(=O)c2cccc(NC(=O)c3ccccc3)c2)cc1 | i | i | i | i | i | -10 | i | i | i | i | i
Cc1ccc(N2CC(C(=O)NCc3ccc(C)n3C)CC2=O)cc1 (stereo not drawn) | i | i | i | i | i | -7 | i | i | i | i | i
Cc1nc2ncnn2c(C)c1Cc1c(Cl)cccc1Cl | i | i | i | i | i | -3 | i | i | i | i | i
CCOC(=O)c1[nH]c(=O)[nH]c1CSCCO | i | i | i | i | i | -3 | i | i | i | i | i
CN1C(=O)/C(=C2/C=CC=CN2C)OC1=S | i | i | i | i | i | -7 | i | i | i | i | i
Cn1c(SCc2ccc([N+](=O)[O-])cc2)nc2c(c1=O)SCC2 | i | i | i | i | i | -5 | i | i | i | i | i
COc1ccc(CN2C(=O)c3ccccc3C2C(=O)NC2CCCCCC2)c(OC)c1 (stereo not drawn) | . | i | . | i | i | -13 | i | . | i | i | i
CCc1nnc(NC(=O)CSc2nccn2-c2ccccc2)s1 | i | i | i | i | i | -10 | i | i | i | i | i
CCCSc1nc2c(c(=O)[nH]c(=O)n2C)n1Cc1ccccc1 | i | i | i | i | i | -5 | i | i | i | i | i
O=C(NCCCO)C(=O)NCc1ccncc1 | i | i | i | i | i | 1 | i | i | i | i | i
Cc1nnsc1S(=O)c1ccc(Br)cc1 (stereo not drawn) | i | i | i | i | i | -12 | i | i | i | i | i
CC(=O)Oc1ccc(/C(C)=N/N2CCN(Cc3ccc(C)cc3)CC2)cc1 | i | i | i | i | i | -12 | i | i | i | i | i
COC(=O)c1sc(S(=O)(=O)NCc2cccs2)c(C(=O)OC)c1C | i | i | i | i | i | -6 | i | i | i | i | i

The results go on:
SMILES | MrgX1 ag | KCNQ1 inh | MrgX1 PAM | KCNQ1 act | KCNK9 block | hERG protect | TMEM16A act | ANO1 block | KCNK3 block | RGS4 act | RGS4 block
Cc1sc2ncn(CC(=O)NCCc3ccccc3)c(=O)c2c1C | i | i | i | i | i | -7 | i | i | i | i | i
Cc1ccc(SCCC(=O)NCCSCc2ccco2)cc1 | i | i | i | i | i | 1 | i | i | i | i | i
COc1ccc2c(c1)CC/C2=N\OC(=O)c1ccccc1OC | i | i | i | i | i | -8 | i | i | i | i | i
CC(=O)c1cn(Cc2ccccc2)c(=O)[nH]c1=O | i | i | i | i | i | -4 | i | i | i | i | i
Cc1cc(C)nc(SCc2n[nH]c(=S)n2C)n1 | i | i | i | i | i | -6 | i | i | i | i | i
COc1ccc(NC(=O)C2CCCN(S(=O)(=O)c3ccc(-n4cnnn4)cc3)C2)cc1 (stereo not drawn) | i | i | i | i | i | -3 | i | i | i | i | i
CCSc1nnc(NC(=O)[C@@H](NC(=O)c2cc(OC)cc(OC)c2)C(C)C)s1 | i | i | i | i | i | -5 | i | i | i | i | i
COc1ccc(S(=O)(=O)N2CCCC(C(=O)NCCN3CCOCC3)C2)cc1C (stereo not drawn) | i | i | i | i | i | -7 | i | i | i | i | i
Cc1cccc(-c2noc(CN(C(=O)C34CC5CC(CC(C5)C3)C4)C(C)C)n2)c1 | i | i | i | i | i | -2 | i | i | i | i | i
C#CCOc1ccc(/C=C2/C(=O)NN(c3ccc(F)cc3)C2=O)cc1OC | i | i | i | i | i | -6 | i | i | i | i | i
COc1ccc(S(=O)(=O)N2CCC(C(=O)O)(c3ccccc3)CC2)cc1 | i | i | i | i | i | -4 | i | i | i | i | i
COCCCNC(=O)c1ccc(CS(=O)(=O)c2ccccc2OC)o1 | i | i | i | i | i | -4 | i | i | i | i | i
CC1(OC(=O)C2CCCC2)C(=O)C=C2C=C(c3ccsc3)N(C3CCCC3)C=C2C1=O (stereo not drawn) | i | i | i | i | i | -2 | i | i | i | i | i
CCC(C(=O)Nc1nnc(-c2ccco2)s1)c1ccccc1 (stereo not drawn) | i | i | i | i | i | -7 | i | i | i | i | i
COc1ccc(NC(=O)CSc2nnc(CNC(=O)COc3ccc(Cl)cc3)o2)cc1 | i | i | i | i | i | -7 | i | i | i | i | i
CCCN1C=CC(=C2C(=O)c3ccccc3C2=O)C=C1 | i | i | i | i | i | -3 | i | i | i | i | i
COC(=O)c1ccc(CN(c2ccc(C)cc2)S(=O)(=O)c2ccc3c(c2)OCCO3)o1 | i | i | i | i | i | -10 | i | i | i | i | i
O=C(NCCNS(=O)(=O)c1ccccc1)N1CCOCC1 | i | i | i | i | i | -6 | i | i | i | i | i
CC(C)(C)C(=O)Nc1ccccc1C(=O)NCc1cccnc1 | i | i | i | i | i | -6 | i | i | i | i | i
CCc1noc(C)c1C(=O)N1CCCSC1=Nc1ccccc1Cl | i | 7* | i | i | i | -17 | i | i | i | i | i
Cc1ccc(OCC(=O)O/N=C(\N)c2cccnc2)cc1 | i | i | i | i | i | -4 | i | i | i | i | i
O=C(CSc1nc2ccccc2o1)N1CCN(c2ccc(Cl)cc2)CC1 | i | i | i | i | i | -14 | i | i | i | i | i
CN(O)/C=c1/ccc2c(n1)C(=O)C=CC=2 | i | i | i | i | i | -5 | i | i | i | i | i
COc1cc(/C=N/NC(=O)Cc2nnc(NC(=O)c3ccccc3)s2)ccc1O | i | i | i | i | i | 0 | i | i | i | i | i
Cc1cccc(-n2ncc3c(NCCN4CCOCC4)ncnc32)c1 | i | i | i | i | i | -6 | i | i | i | i | i

One compound at a time (already shown). Values in the order: MrgX1 ag	KCNQ1 inh	MrgX1 PAM	KCNQ1 act	KCNK9 block	hERG protect	TMEM16A act	ANO1 block	KCNK3 block	RGS4 act	RGS4 block
CN(O)/C=c1/ccc2c(n1)C(=O)C=CC=2 as listed: i	i	i	i	i	-5	i	i	i	i	i
Cc1cccc(-n2ncc3c(NCCN4CCOCC4)ncnc32)c1 as listed: i	i	i	i	i	-6	i	i	i	i	i

(more compounds)
SMILES | MrgX1 ag | KCNQ1 inh | MrgX1 PAM | KCNQ1 act | KCNK9 block | hERG protect | TMEM16A act | ANO1 block | KCNK3 block | RGS4 act | RGS4 block
C/C(=N/NS(=O)(=O)c1ccc(Br)cc1)c1ccc(C)o1 | i | i | i | i | i | -7 | i | i | i | i | i
O=C(CSc1cc([N+](=O)[O-])cc(S(=O)(=O)Cc2ccccc2)c1)NC1CC1 | i | i | i | i | i | -15 | i | i | i | i | i
O=C(CSc1nnc(NC(=O)c2c(F)cccc2F)s1)NC1CCCC1 | i | i | i | i | i | -6 | i | i | i | i | i
S=C(Nc1ccccc1Cl)N(Cc1ccccc1)Cc1cccnc1 | i | i | i | i | i | -6 | i | i | i | i | i
Cc1noc2ncnc(Oc3ccccc3Cl)c12 | i | i | i | i | i | -13 | i | i | i | i | i
Cc1cccc(-n2c(SCC(=O)N3CCCC3)nc3n[nH]c(C)c3c2=N)c1 | i | i | i | i | i | -12 | i | i | i | i | i
O=C(CSc1ccc(-c2ccco2)nn1)Nc1ccccc1F | i | i | i | i | i | 3 | i | i | i | i | i
CCCCn1c(=NC(=O)c2ccco2)c(C(=O)OCC)cc2c(=O)n3ccccc3nc21 | i | i | i | i | i | -13 | i | i | i | i | i
COC(=O)c1sccc1NC(=S)N1CCN(c2ccccc2)CC1 | i | i | i | i | i | -6 | i | i | i | i | i
COc1ccc(OCC(=O)N2N=C(C)CC2(O)C(F)(F)F)cc1 (stereo not drawn) | i | i | i | i | i | -13 | i | i | i | i | i
COc1ccccc1CNC(=O)c1csc2c1CCCC2 | i | i | i | i | i | -7 | i | i | i | i | i
COC(=O)/C(C#N)=C1/C=Cc2ccccc2N1C | i | i | i | i | i | -8 | i | i | i | i | i
CC(=O)c1ccc(S(=O)(=O)N(C)CCCC(=O)N(C)Cc2ccccc2F)cc1 | i | i | i | i | i | -2 | i | i | i | i | i

Random draw from the library; about 6.3% have a hit in one of these screens.
